Compound activity: PubChem BioAssay, several laboratories
dFosB act = activators of mouse delta FosB homodimer. P13346. purified delta FosB, TAMRA-CDK5 oligo fluorescence polarization; percent of positive-control signal above neutral wells. activation, % at 25 µM. hit rate 0.99% among 340,000. AID 493131;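 active = mean activation above about 17%, with every replicate also reaching it, limit read from the data, passing the limit was not always enough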;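 note: fluorescence polarization rise as delta FosB binds a TAMRA Cdk5 AP-1 oligo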
cardiac RTF act = cardiac RTF calcium sensitization; P19429+P45379; IANBD-labeled TnC RTF fluorescence at EC20 calcium; 0% EC20 calcium, 100% full calcium; activation, % at 7.2 µM; hit rate 0.24% among 340,000; AID 493008;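 active = activation above the mean over all tested compounds plus 3 SD, cut at about 30% in these data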;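 note: rise in fluorescence read as greater calcium sensitivity of cardiac thin filaments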
LANA DNA inh = blocks KSHV LANA C-terminal domain binding to DNA. MBP-C-LANA/FAM-LBS DNA binding, fluorescence polarization. inhibition, % at 9 µM. hit rate 0.078% among 340,000;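 active = highest replicate inhibition at or above 60% at 9 µM, even if other replicates fall short; inactive = all replicates below 60% inhibition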;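 note: 0% = neutral control wells and 100% = 4 µM acridine orange control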
Keap1 Nrf2 FP = inhibitors of human Keap1-Nrf2 protein-protein interaction; Keap1 Kelch-Nrf2 peptide fluorescence polarization, 1536-well; inhibition, % at 9.4 µM; hit rate 0.15% among 340,000; in the data active = inhibition above about 12%;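 note: human Keap1 Kelch domain with fluorescein labeled Nrf2 9mer peptide probe; 0% = neutral control wells and 100% = peptide positive control; higher means more block of Keap1 binding to Nrf2 peptide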
NSD2 inh = blocks human histone methyltransferase NSD2. hit rate 0.54% among 310,000. inhibition, % at 12.5 µM. NSD2 peptide methylation, AlphaScreen, 120 min. O96028; in the data active = inhibition above about 50%
Rtt109 Vps75 = C. albicans Rtt109 histone acetyltransferase inhibition; Q5AAJ8; purified Rtt109/Vps75, ThioGlo CoA-SH fluorescence, 4 h; inhibition, % at 34.9 µM; hit rate 0.16% among 330,000; AID 540336;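 active = inhibition of at least 50% in every replicate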
Target sequence (Q5AAJ8 whole entry, looked up): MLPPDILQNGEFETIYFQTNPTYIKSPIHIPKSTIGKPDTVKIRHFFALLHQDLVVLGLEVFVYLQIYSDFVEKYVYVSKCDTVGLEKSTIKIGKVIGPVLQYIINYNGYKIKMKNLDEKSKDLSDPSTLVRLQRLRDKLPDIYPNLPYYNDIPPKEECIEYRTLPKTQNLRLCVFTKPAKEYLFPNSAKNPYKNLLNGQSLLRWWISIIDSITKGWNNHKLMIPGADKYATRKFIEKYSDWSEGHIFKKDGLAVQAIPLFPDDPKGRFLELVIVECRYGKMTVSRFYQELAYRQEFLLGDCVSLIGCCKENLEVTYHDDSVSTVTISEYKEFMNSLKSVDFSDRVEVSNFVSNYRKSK
PvdQ acylase = P. aeruginosa PvdQ acylase inhibition; purified PvdQ acylase, fluorescence plate reader; hit rate 0.063% among 340,000; inhibition, % at 10 µM; in the data active = inhibition above about 30%, passing the limit was not always enough;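 note: 0% = vehicle neutral wells and 100% = reference inhibitor wells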
PfHsp90 set2 = inhibits growth of yeast expressing Plasmodium falciparum Hsp90. S. cerevisiae expressing PfHsp90, BacTiter-Glo ATP, 48 h; yeast lacking PDR1 and PDR3 efflux regulators. AID 504621. inhibition, % at 9.4 µM. hit rate 0.32% among 310,000;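 active = every replicate shows inhibition above about 80%, whatever the replicate mean, limit read from the data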;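 note: 0% = DMSO neutral controls and 100% = 20 µM radicicol positive controls; yeast relying on Plasmodium falciparum Hsp90 in place of its own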
SUMO Mot1 rescue = inhibitors of SUMOylation pathway: yeast Mot1-301 growth rescue; S. cerevisiae Mot1-301 growth rescue, ATP luminescence, 38.5C; percent above DMSO median, 100 means doubled; growth rescue, % at 18.8 µM; hit rate 1% among 320,000;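 active = every valid replicate shows activation above 250% relative to neutral control wells; inactive = the rest, any valid replicate at or below 250%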;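 note: OY570 slx delta 5 strain wells were the positive control but not used for scaling; some compounds called inactive have numbers as strong as hits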
RTF Ca sens inh = cardiac RTF calcium desensitization; P19429+P45379; AID 493244; hit rate 0.12% among 340,000; IANBD-labeled cardiac RTF, Ca2+ fluorescence; inhibition, % at 7.15 µM;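 active = inhibition above the mean inhibition of all tested compounds plus 3 SD, cut at about 17% in these data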;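 note: assay run at fixed EC70 calcium of 1.6 mM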
CDK5 inh = CDK5/p35 (human) kinase inhibition | hit rate 0.01% among 330,000 | inhibition, % at 10 µM | AID 488839 | Recombinant CDK5/p35, ADP-Glo luminescence, 60 min | Q00535+Q15078;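 active = highest replicate inhibition of at least 50% and at least 75% of replicates reaching 50%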;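 note: plate controls were DMSO neutral control for no effect and GW8510 at 10 µM for full effect; many of its hits are not listed in these tables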
Target sequence (Q00535 whole entry, looked up): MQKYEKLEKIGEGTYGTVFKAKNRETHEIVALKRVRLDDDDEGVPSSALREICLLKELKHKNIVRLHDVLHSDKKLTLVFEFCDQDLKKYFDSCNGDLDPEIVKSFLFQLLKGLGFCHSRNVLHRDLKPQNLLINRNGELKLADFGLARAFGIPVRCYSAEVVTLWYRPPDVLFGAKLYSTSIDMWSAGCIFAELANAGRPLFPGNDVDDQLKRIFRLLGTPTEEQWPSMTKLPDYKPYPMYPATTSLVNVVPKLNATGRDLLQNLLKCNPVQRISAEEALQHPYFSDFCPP
Target sequence (Q15078 whole entry, looked up): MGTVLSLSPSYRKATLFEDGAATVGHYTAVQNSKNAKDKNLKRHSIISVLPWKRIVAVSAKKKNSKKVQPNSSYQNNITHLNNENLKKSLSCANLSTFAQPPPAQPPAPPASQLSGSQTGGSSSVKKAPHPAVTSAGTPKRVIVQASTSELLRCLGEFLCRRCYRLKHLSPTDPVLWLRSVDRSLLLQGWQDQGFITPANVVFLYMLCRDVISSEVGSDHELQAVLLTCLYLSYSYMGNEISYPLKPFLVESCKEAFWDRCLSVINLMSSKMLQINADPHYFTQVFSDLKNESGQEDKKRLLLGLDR
The depositor's hits bear a star; . = no result given.

Start of the listing, in advance, two compounds:
SMILES	dFosB act	cardiac RTF act	LANA DNA inh	Keap1 Nrf2 FP	NSD2 inh	Rtt109 Vps75	PvdQ acylase	PfHsp90 set2	SUMO Mot1 rescue	RTF Ca sens inh	CDK5 inh
COc1cccc(-c2nc(C=O)cs2)c1	-6	-7	-0.5	1	-3	.	5	11	298	9	0.2
CCOC(=O)C1CCCN(S(=O)(=O)c2cc3c4c(c2)CCN4C(=O)CC3)C1 (configuration not stated)	-4	-5	1.6	6	1	-2	0	.	-9	-12	0.7

This part in full, from the first entry:
SMILES	dFosB act	cardiac RTF act	LANA DNA inh	Keap1 Nrf2 FP	NSD2 inh	Rtt109 Vps75	PvdQ acylase	PfHsp90 set2	SUMO Mot1 rescue	RTF Ca sens inh	CDK5 inh
COc1cccc(-c2nc(C=O)cs2)c1	-6	-7	-0.5	1	-3	.	5	11	298	9	0.2
CCOC(=O)C1CCCN(S(=O)(=O)c2cc3c4c(c2)CCN4C(=O)CC3)C1 (configuration not stated)	-4	-5	1.6	6	1	-2	0	.	-9	-12	0.7
COc1cccc2cc(/C(C)=N/Nc3nc(-c4cc(C)ccc4C)cs3)c(=O)oc12	-13	5	-0.2	-1	-1	5	-9	-66	8	-6	1.6
Cc1ccc(NC(=O)CC2C(=O)OCC3CCCCN32)cc1Cl (configuration not stated)	4	-2	-1.2	2	-2	14	7	13	-12	-10	1.3
COC(=O)c1ccc(NS(=O)(=O)c2cc(-c3cc(C)no3)ccc2OC)cc1	15	-1	0.0	-5	0	-3	-7	-36	329	2	-0.7
COc1nc(C)cc(C)c1S(=O)(=O)c1ccc(Cl)cc1	-4	-1	-0.4	3	-6	3	3	4	62	-7	0.9
O=C(Nc1ccc2c(c1)OCO2)C1CCCCN1S(=O)(=O)c1ccccc1 (configuration not stated)	-11	3	-0.3	0	3	7	5	-24	8	5	1.0
C[C@H](NC(=O)C1CCN(S(=O)(=O)c2ccccc2)CC1)C(=O)NCc1ccco1	0	-1	-0.1	-4	3	9	8	-8	5	6	.
Oc1ccc(C[C@@H]2CNC(=S)N2CCc2cc(C(F)(F)F)cc(C(F)(F)F)c2)cc1	-11	0	0.1	1	.	-4	-19	-17	-3	2	0.3
COc1nc2ccccc2c(=O)n1OCC(C)C	7	2	-1.5	-2	-1	-1	-5	-8	-5	-1	0.0
COc1ccc(-c2coc3cc(O)ccc3c2=O)cc1OC	2	3	0.1	3	0	2	-7	9	45	-9	-0.2
Cn1c(SCC(=O)Nc2nccs2)nnc1-c1ccco1	2	-1	0.8	-3	-1	-3	-11	5	514	-7	-1.0
O=C(O)c1[nH]c2ccccc2c1C(c1ccccc1)c1c(C(=O)O)[nH]c2ccccc12	-3	-10	0.1	1	7	13	-12	12	14	-2	-2.4
CC(NC(=O)CCCc1nnc2n(C)c(=O)c3sccc3n12)c1ccccc1 (configuration not stated)	-1	-4	0.1	0	.	8	7	14	2	-5	.
CCCSc1nnc(CNS(=O)(=O)c2ccc(C)cc2)n1C	-9	-3	0.1	-1	-3	2	7	3	4	-3	0.4
O=C(c1cc([N+](=O)[O-])cc([N+](=O)[O-])c1)N1CCCc2ccccc21	0	4	1.1	-4	1	-5	-8	6	1	1	-1.9
O=C(Cc1c(Cl)cccc1Cl)Nc1ccncc1	8	6	0.5	-6	0	0	-21	-21	97	-11	0.8
COc1ccc(C(=O)NCc2nnc(SCC(=O)NCc3ccco3)o2)cc1	-3	-1	0.2	-5	1	-1	-17	-11	2	2	-1.0
Cc1cccc(C(=O)N2CCCC(CCC(=O)N3CCN(c4ccccn4)CC3)C2)c1C (configuration not stated)	-8	2	2.9	-1	1	1	2	5	-15	0	0.4
CCN1CCN(Cc2nnc(-c3ccccc3)o2)CC1	6	-3	0.7	-2	0	-13	5	-1	-12	1	0.9
CN(C)C(C)(C)C#CCC(c1ccccc1)c1ccccc1	5	-6	-0.8	-2	11	-8	3	12	-17	6	-0.4
O=C(O)c1cc(-c2ccco2)nc2ccccc12	1	-2	12	0	.	-55	3	-2	-9	-4	-4.6
O=C(CCCCCNC(=O)c1ccccc1)N/N=C/c1ccc(F)cc1	-14	1	-1.2	6	-1	0	1	8	-3	-17	0.4
CO/N=C/c1cccn1-c1nccc(OC)c1C#N	0	.	-1.1	1	1	0	-14	-17	315	.	0.8
O=C(O)c1cccc(-n2nnnc2SCc2ccccc2Cl)c1	6	-3	-0.8	-5	-1	2	-8	14	70	1	0.7
CC(NCCC(c1ccccc1)c1ccccc1)c1ccccc1 (configuration not stated)	-10	8	-2.2	-7	.	8	-7	-34	-24	-6	1.0
CCn1c(SCc2nc3ccccc3c(=O)[nH]2)nnc1-c1ccncc1	-5	-2	0.8	-6	-1	-1	-21	-13	-7	1	-2.9
CCC(CO)Oc1cc(NCc2ccc(O)cc2)c2ncn(C(C)C)c2c1 (configuration not stated)	-9	1	-0.1	-5	.	-2	-15	-11	-5	-4	4.4
CCS(=O)(=O)N1CCN(C2CCC(C)CC2)CC1 (configuration not stated)	-5	6	-0.5	-3	-1	21	4	-1	-6	14	-0.3
Cc1nn(C)c(C)c1NC(=O)CSc1nc(-c2ccccc2F)nc2c1cnn2-c1ccccc1	-2	1	-0.5	1	-2	-1	-8	15	.	-8	1.5
O=C(CN1C(=O)c2ccccc2C1=O)Nc1cccc2cccnc12	-14	4	-1.3	-2	.	-1	-6	17	11	-8	-1.0
CS(=O)(=O)N(CC(=O)NC1CCCCC1)c1cccc(Cl)c1	1	10	3.2	-9	1	1	-12	-5	-27	5	-2.3
Cc1c(-n2cccc2C=O)cccc1[N+](=O)[O-]	2	1	0.1	-10	-3	-8	11	3	-18	-2	2.2
CC(OC(=O)Cn1cc(C(F)(F)F)ccc1=O)C(=O)NC(C)c1ccc(Cl)cc1Cl (configuration not stated)	-14	-3	-1.5	-2	-5	-6	-8	2	.	-2	-1.8
Cc1ccc(-c2cc(C(=O)N3CCC(C)CC3)c3ccccc3n2)cc1	-5	4	-1.4	-5	0	12	-5	11	12	-3	-1.4
C[C@@H]1NC(=O)N(CCCn2ccnc2)C1=O	1	5	-1.3	-2	17	-1	11	5	-9	-4	1.8
COc1ccccc1NC(=O)c1ccc(NC(=O)COC(=O)c2cccnc2Cl)cc1	-5	1	1.1	0	1	-5	-1	13	-4	7	3.1
CCOC(=O)c1cnc2ccc(C(=O)OC)cc2c1NCCc1ccc(OC)c(OC)c1	-1	-6	-3.6	-1	-1	1	-10	-6	-8	12	-0.7
O=C(Nc1ccc(Cl)cc1)N1CCCN(Cc2ccc(F)cc2)C1	-12	-8	0.3	1	-1	-14	-1	.	-23	-2	-1.8
O=C(CN1C(=O)CCC1=O)Nc1nc(-c2cccs2)cs1	-1	12	0.8	-6	-7	3	8	-3	4	7	-4.1
O=C(c1ccco1)N1CCN(C(=O)c2cnn3cccnc23)CC1	-1	-2	0.6	-2	-3	9	-2	-37	-15	-1	0.8
Cc1cc(C)c(N)cc1C	7	3	-1.3	2	.	-4	-4	.	72	-1	0.1
Cc1ccc(NC(=O)CCn2c(=O)oc3ccccc32)cc1	2	-5	1.6	-2	55*	0	-8	-9	-5	-7	-2.1
Cc1ccc(N2CC(C(=O)Nc3nnc(SCc4cccnc4)s3)CC2=O)cc1 (configuration not stated)	-10	-2	-1.2	-2	1	0	-15	-25	3	-6	0.1
CC1CC(C)CN(S(=O)(=O)c2cccc3nonc23)C1 (configuration not stated)	-6	-3	-1.2	-1	26	22	7	10	10	-3	-0.1
O=S(=O)(NCc1ccc2c(c1)OCO2)c1cccc2cccnc12	-1	1	-0.6	1	5	0	-18	-5	302	-10	1.5
CCCCCCCCOc1ccc(C(=O)O)cc1	-2	-8	2.6	-1	.	25	15	-81	80	5	-1.9
CC1CCc2nn(CC(=O)NCCC3=CCCCC3)cc2C1 (configuration not stated)	6	-4	2.0	1	.	-4	-4	25	-22	-11	0.7
Cc1cccc(NC(=S)NCCC(c2ccccc2)c2ccccc2)c1	-1	5	-0.8	-2	0	-2	-5	-14	3	-7	-0.4
COc1ccc2oc(=O)c(C(=O)Nc3cccc(C)c3)cc2c1	-11	5	-0.2	-1	3	3	-6	-3	11	-8	0.7
COc1ccc(Br)cc1S(=O)(=O)N1CCOCC1	-1	-1	-2.6	-3	-4	1	-10	4	.	-5	-0.6
CC(NC(=O)Cc1ccc(S(=O)(=O)N2CCOCC2)s1)c1ccc(Cl)cc1Cl (configuration not stated)	-5	-3	-0.1	5	-2	8	-6	0	-3	-4	-1.1
CCOC(=O)c1c(C)[nH]c(C(=O)CN2C(=O)NC3(CCCC3)C2=O)c1C	-1	0	-3.1	-2	0	0	0	-18	12	3	0.6
O=C(Nc1nc(-c2ccco2)c(-c2ccco2)s1)c1ccc(F)cc1F	-11	-18	1.0	-1	0	6	0	12	.	-2	-0.5
Cc1c(Cl)c([N+](=O)[O-])nn1Cc1ccc(C(=O)NN)o1	3	.	0.0	-4	1	13	1	-4	2	.	-0.4
O=C(CCSc1ccccc1)NC(=O)COC(=O)c1ccc(OC(F)F)cc1	-5	-8	0.2	-4	-2	1	-7	-3	3	1	-2.8
COC1=C(C)C(O)=C(C(=O)/C=C/c2ccccc2)C(=O)C1(C)C	-1	0	-1.2	-2	.	4	-8	20	-1	3	-1.8
CC(C)(C)NC(=O)c1cccc(NC(=O)c2ccc3c(c2)C(=O)N(C(C)(C)C)C3=O)c1	6	-2	-1.2	-6	10	11	-2	1	0	-4	0.5
O=C(COC(=O)c1ccc2c(c1)OCO2)NC1CCS(=O)(=O)C1 (configuration not stated)	3	-4	1.0	5	-4	4	0	6	0	2	-0.4
O=C(/C=C/c1cccc(Cl)c1)NCc1ccccc1	0	7	0.3	-2	-2	4	7	-3	-13	-5	-5.6

(more compounds)
SMILES	dFosB act	cardiac RTF act	LANA DNA inh	Keap1 Nrf2 FP	NSD2 inh	Rtt109 Vps75	PvdQ acylase	PfHsp90 set2	SUMO Mot1 rescue	RTF Ca sens inh	CDK5 inh
c1cn2c(NC3CCCC3)c(-c3ccc(N4CCOCC4)cc3)nc2cn1	-7	2	-0.1	-3	.	-7	-15	17	-5	1	-0.1
COc1cc(OC)cc(C(=O)NCC(=O)NCC(c2ccco2)N2CCCCC2)c1 (configuration not stated)	-1	1	0.5	-4	0	0	5	-6	-5	-4	1.2
Cc1ccc2nc(SCC(=O)N3CCN(C(=O)c4ccco4)CC3)[nH]c2c1	4	0	-4.8	-1	-2	1	-9	-23	-8	-34	-1.3
COc1ccc(OCC(=O)Nc2ncc3c(n2)CC(C)(C)CC3=O)cc1	5	-6	2.7	-1	1	-10	-25	.	104	-9	-1.5
CCCc1cc(=O)[nH]c(SCc2cc(=O)oc3c(C)c(C)ccc23)n1	9	-4	1.7	1	0	-9	3	-1	-7	-14	-0.4
FC(F)(F)c1cccc(N2CCN(CC3CC=CCC3)CC2)c1 (configuration not stated)	5	-3	0.2	-5	0	-5	-22	-13	53	-3	-0.6
CC(=O)Nc1ccc(CN2CCN(CCC(C)C)C(CCO)C2)cc1 (configuration not stated)	-2	1	-0.2	2	-2	-2	-5	.	-16	-3	-0.1
O=C(Nc1cccc(-c2csc(Nc3ccc(Cl)cc3)n2)c1)c1ccccc1	-6	-2	1.1	-2	.	-4	-5	25	262	2	2.9
